Screens from PubChem.
FBPA Giardia inh: blocks Giardia fructose-bisphosphate aldolase activity; AID 2451; A8B2U2; purified Giardia FBPA; Potency, µM (top dose mostly 59.6 µM), for inactives: top-dose activity, negative = inhibition, most hits filed as inhibitors; hit rate 0.71% among 290,000; note: potency is the fitted concentration of half-maximal effect; nearly all actives have a fitted effect of over 55% in size
Target sequence (A8B2U2 whole entry, looked up): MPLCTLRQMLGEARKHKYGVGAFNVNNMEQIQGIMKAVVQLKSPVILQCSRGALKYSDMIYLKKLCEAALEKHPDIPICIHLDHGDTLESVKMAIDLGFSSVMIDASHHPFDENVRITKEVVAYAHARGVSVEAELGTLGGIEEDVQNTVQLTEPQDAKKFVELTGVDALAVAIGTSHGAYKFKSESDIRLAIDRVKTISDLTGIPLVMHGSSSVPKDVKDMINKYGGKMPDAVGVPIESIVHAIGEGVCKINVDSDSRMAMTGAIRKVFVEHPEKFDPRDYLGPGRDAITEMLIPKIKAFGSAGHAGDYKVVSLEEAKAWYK
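40 nM FBPA preincubated 10 min at RT with compound (up to 57.5 uM final), then substrate plus GAPDH/TPI/NAD/arsenate coupling and diaphorase/resazurin added. Fluorescence read after 20 min at RT, 525/598 nm.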
AmpC inh no detg: AmpC beta-lactamase inhibition without detergent | P00811 | AmpC nitrocefin hydrolysis, absorbance 480 nm, 0.0001% Triton | Potency, µM (top dose mostly 57.1 µM), without a hit: top-dose activity change, negative = inhibition, usual class: inhibitors | hit rate 0.52% among 330,000;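 note: potency is the fitted concentration of half-maximal effect; plate controls were no compound for no effect and no enzyme for full effect; nearly all actives have a fitted effect of over 20% in size; some results filed as inactive show a strong effect at the top dose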
Target sequence (P00811 whole entry, looked up): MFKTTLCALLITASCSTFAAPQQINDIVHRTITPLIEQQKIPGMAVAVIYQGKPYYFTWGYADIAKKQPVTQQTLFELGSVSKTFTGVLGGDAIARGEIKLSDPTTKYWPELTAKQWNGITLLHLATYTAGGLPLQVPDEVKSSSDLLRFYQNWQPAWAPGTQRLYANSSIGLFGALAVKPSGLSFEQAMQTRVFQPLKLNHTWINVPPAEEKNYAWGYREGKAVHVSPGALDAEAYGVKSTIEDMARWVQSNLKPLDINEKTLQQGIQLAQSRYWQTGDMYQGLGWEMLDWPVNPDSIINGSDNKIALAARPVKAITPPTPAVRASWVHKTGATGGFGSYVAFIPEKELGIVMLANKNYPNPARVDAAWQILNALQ
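AmpC (5.3 nM in the dispensed reagent) in 20 mM phosphate pH 7.0 with 0.01% (detergent screen) or 0.0001% Triton X-100 was preincubated with compounds for 15 min at room temperature. Nitrocefin was then added from an 800 uM solution, and hydrolysis was followed at 480 nm.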
AmpC detergent: AmpC beta-lactamase inhibition with detergent present; AmpC hydrolysis of nitrocefin, absorbance 480 nm, 0.01% Triton; P00811; hit rate 0.041% among 370,000; Potency, µM (doses to about 114 µM), without a hit: at the highest dose activity change, negative = inhibition, actives largely listed as inhibitors;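 note: potency is the fitted concentration of half-maximal effect; 0% = no-compound wells and -100% = no-enzyme wells; nearly all actives have a fitted effect of over 25% in size; some results filed as inactive show a strong effect at the top dose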
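AmpC (5.3 nM in the dispensed reagent) in 20 mM phosphate pH 7.0 with 0.01% (detergent screen) or 0.0001% Triton X-100 was preincubated with compounds for 15 min at room temperature. Nitrocefin was then added from an 800 uM solution, and hydrolysis was followed at 480 nm.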
HCV inhibitor: blocks hepatitis C virus; Potency, µM (highest dose often 41.8 µM), without a hit: at the highest dose activity change, negative = inhibition, most hits filed as inhibitors; hit rate 3.4% among 340,000; Huh7.5.1 HCVcc-Cre infection, luciferase reporter, 44 h; note: potency is the fitted concentration of half-maximal effect
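Infectious HCV cell culture screen: compound-treated cells (1,000/well, pre-plated 4 h) are infected with HCVcc-Cre at roughly 0.5 moi and grown 44 h. Infection is quantified by luciferase signal after 15 min substrate incubation at room temperature.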
HCMV inh: inhibitors of human cytomegalovirus | hit rate 4.5% among 410,000 | activity change, negative = inhibition, % at 57.5 µM | HFF cells, HCMV-luciferase reporter, 72 h; active compounds read low; in the data active = activity change below about -60%; inconclusive = no clear call, values can overlap the other calls; inactive = above about -39%
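Luciferase read-out from HCMV-luciferase-infected HFFs (MOI 1 PFU/cell) 72 h post infection at 37C; compounds added after 16 h cell attachment; activity normalized between buffer-only basal and Salinomycin (10uM) inhibitor controls.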
Sm TGR inh: blocks Schistosoma mansoni thioredoxin glutathione reductase. Q962Y6. purified TGR, DTNB reduction, TNB absorbance 405 nm. Potency, µM (top dose mostly 114 µM), without a hit: at the top dose activity change, negative = inhibition, hits mostly inhibitors. hit rate 3% among 360,000. AID 485364; note: potency is the fitted concentration of half-maximal effect; nearly all actives have a fitted effect of over 60% in size
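TGR 20 nM + NADPH 100 uM (dispensed conc.), cpd preinc 15 min RT; start with NADPH (500 uM addition) then DTNB (15 mM addition). Kinetic TNB absorbance, 405 nm filter. Four-parameter Hill fit across titration.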
* marks the source's active call; other numbers are inactive results; ? = inconclusive; . = not tested or not shown; & = joins results of further samples; [ ] = another dose, or the depositor's remark. Unless noted, calls come from the whole dose curve; as a rule, active = well fitted curve in the direction sought with a large enough effect; inconclusive = small, poorly fitted or top-dose-only effect, or another doubt; inactive = no such curve, though single readings can be large; an effect the other way counts as inactive or inconclusive. Unless noted, % is set by controls: 0 for no effect and ±100 for the full control effect.

SMILES	FBPA Giardia inh	AmpC inh no detg	AmpC detergent	HCV inhibitor	HCMV inh	Sm TGR inh
CCOC(=O)/C=C1\SCC(=O)N1CC(=O)NC12CC3CC(CC(C3)C1)C2	5%	-2%	2%	8%	37	5%
O=C(Nc1ccc(Cl)c(Cl)c1)OCc1cncs1	2%	-6%	-6%	-20%	27	-13%
COC(=O)CC1(c2ccccc2)C(=O)c2ccccc2C1=O	-7%	0%	3%	22%	-1	-24%
CS(=O)(=O)c1ncc(Cl)c(C(=O)Nc2c(C(=O)c3ccc(Cl)cc3)oc3ccccc23)n1	.	.	4%	.	22	20%
COc1ccc(OC)c(C2N(c3cc(C)on3)C(=O)C3CCCN32)c1 (stereo not drawn)	-3%	-15%	-14%	5%	-16	9%
Cc1cc([N+](=O)[O-])ccc1-c1ccc(/C=N/NC(=O)Cc2ccccc2)o1	-1%	-50%	-7%	-29%	-4	0%
COc1cc(CNC(C)(C)CO)cc(Br)c1OCc1ccccc1	-4%	18%	-2%	-19%	-32	-1%
O=c1[nH]c(=O)n(Cc2ccccc2)c(O)c1/C=C1\C=Nc2ccccc21	-1%	-32%	-4%	-5%	23	?
COc1ccccc1NC(=O)C(CC=C(Cl)Cl)C(C)=O (stereo not drawn)	11%	-11%	4%	13%	2	35µM*
CCOc1ccc(S(=O)(=O)NCCC(=O)N(C)Cc2ccc(C)o2)cc1	.	-2%	-8%	-10%	-34	3%
COc1ccc(CNC(=O)Cn2nc([N+](=O)[O-])c(Br)c2C)cc1OC	8%	-10%	-2%	-14%	15	-5%
COc1ccc(OC)c(C(c2nnnn2CCC(C)C)N2CCN(C(=O)c3ccco3)CC2)c1 (stereo not drawn)	2%	127%[activator]	-11%	-16%	-9	-24%
CC(C)COC(=O)CCn1[nH]c(=O)c2ccccc2c1=O	-13%	-20%	?	12%	-30	11%[11.4 µM]
O=C(C1CCN(Cc2ccc(Cl)cc2)CC1)N1CCN(Cc2ccc3c(c2)OCO3)CC1	.	169%[activator]	-10%	.	-63*	-1%
CCNc1nc(Oc2ccc(F)cc2)cc(C(F)(F)F)n1	-4%	-15%	-2%	-7%	-15	0%
COc1cc(Br)c(CN2C(=O)NC3(CCCCCC3)C2=O)cc1OC	5%	46%	-5%	-21%	7	1%
COc1ccc(NC(=S)NNC(=O)Cn2nc([N+](=O)[O-])cc2C)cc1	28%	-29%	2%	-5%	17	-8%
O=C(CSc1nnnn1-c1cccnc1)Nc1ccc(OCc2ccccc2)cc1	6%	-19%	3%	-27%	24	-2%
C=CCN1C(=O)/C(=C/c2ccc(-c3ccc(F)cc3)o2)SC1=S	-12%	-60%	0%	-9%	-25	25µM*
CC(=O)N1CCN(C2c3cccc4cccc(c34)C2NS(=O)(=O)c2ccccc2)CC1 (stereo not drawn)	11%	150%[activator]	-5%	16%&4%	-9	-8%
COc1cccc(CNC(=O)c2sc3ncccc3c2-n2c(C)ccc2C)c1OC	.	.	20%	.	-39	9%
COc1ccc(N2CCN(C(=O)c3ccc(C(C)(C)C)cc3)CC2)cc1	-28%	71%[activator]	-1%	-13%	-6	-15%
CN(C)c1ccc(CNC(=O)c2cnc3sc(N4CCCC4)nn3c2=O)cc1	.	.	-2%	.	-25	-2%
O=C(Nc1ccc2c(c1)OCO2)c1cc(-c2ccc(Br)cc2)on1	.	.	30%	.	16	0%
N#Cc1ccccc1CSc1ncccc1C(=O)O	-2%	-21%	-10%	-5%	-6	-6%
(list continues)
SMILES	FBPA Giardia inh	AmpC inh no detg	AmpC detergent	HCV inhibitor	HCMV inh	Sm TGR inh
Cc1nc2ccc(NC(=O)CS(=O)(=O)c3ccccc3)cc2s1	.	75%[activator]	-22%	-3%	36	-1%
Cc1c(NC(=O)CSCc2ccc(Br)cc2)c(=O)n(-c2ccccc2)n1C	7%	-8%	1%	9%	23	-6%
O=[N+]([O-])c1c(Nc2ccccc2)ccc2nonc12	-5%	?	0%	12%	19	0%
O=C(/C=C/c1cccc([N+](=O)[O-])c1)NC(=S)Nc1cccc(NC(=O)c2ccccc2Cl)c1	3%	-55%	-20%	-23%	-74*	8%
Cc1cc(C)c(S(N)(=O)=O)c(C)c1N(C)S(=O)(=O)c1ccccc1	-1%	-43%	-5%	-28%	?	14%
Cc1cc(OC(C)C(=O)N(Cc2ccco2)C2CCS(=O)(=O)C2)ccc1Cl (stereo not drawn)	4%	144%[activator]	?	-1%	.	0%
COc1cc(CN(C)CCc2ccccn2)cc(OC)c1OC	-30%	-6%	3%	16%	-22	1%
O=C(Cn1c(=O)oc2cc(S(=O)(=O)N3CCCCCC3)ccc21)NCc1ccccc1Cl	.	.	-3%	.	0	9%
CN(C)c1nc(N)nc(CSc2nnnn2-c2ccc(C(=O)O)cc2)n1	26%	-11%	-8%	3%	-12	-22%
CCCN1CCC(=O)N(CCSc2ccc(OC)cc2)CC1	4%&6%	16%	-6%	-29%	16	0%
O=C(CSc1nncc2ccccc12)N1CCCCC1	-1%	-12%	0%	-6%	-64*	0%
COc1ccc(C(=O)C2CCCN(Cc3cn[nH]c3-c3ccc(F)cc3)C2)cc1OC (stereo not drawn)	2%	-16%	3%	-7%	-27	5%
COC(=O)CN1C(=O)C2(OCCCO2)c2cc(Br)ccc21	0%	0%	2%	15%	.	19%
COc1cc(C2N(c3ccc(F)cc3)C(=O)C3CCCN32)cc(OC)c1OC (stereo not drawn)	2%	-1%	?	-5%	-16	0%
O=C1c2cccc3c(N4CCOCC4)c([N+](=O)[O-])cc(c23)C(=O)N1c1cccc2ccccc12	-1%	?	2%	-7%	-3	-1%
COc1cc(-c2nc(-c3ccccc3)c(-c3ccc(Br)cc3)[nH]2)cc(OC)c1O	.	.	9%	.	3	-30%
CN(C(=O)CSc1nc2ccc([N+](=O)[O-])cc2s1)C1CCS(=O)(=O)C1 (stereo not drawn)	-15%	-7%	-5%	-6%	?	?
CCCN1C2CCCC1CC(NC(=O)c1ccc(F)cc1)C2 (stereo not drawn)	-3%	-20%	-9%	-6%	20	-3%
CN(Cc1ccccc1)C(=O)c1[nH]cnc1C(=O)N[C@@H](Cc1ccccc1)C(=O)OCc1ccccc1	-23%	36%	7%	9%	.	0%
Cc1nc2ccccc2c(=O)n1-c1ccc(F)cc1F	4%	-8%	4%	4%	-5	9%
COc1ccc(N(C)S(=O)(=O)c2cccc(C(=O)NC3CCC(C)CC3)c2)cc1 (stereo not drawn)	-11%	-20%	-2%	?	-62*	13%
CC(=O)N(c1ccc(Br)cc1)C1C=CS(=O)(=O)C1 (stereo not drawn)	2%	?	?	3%	22	5%
CCOc1ccc(CNC(c2ccccc2)c2ccccc2)cc1	?	1%	4%	-6%	?	35%
CCC1CCCCN1C(=O)COC(=O)c1cccs1 (stereo not drawn)	.	-7%	.	20%	?	.
O=C(CCl)Nc1c[nH]c(=O)[nH]c1=O	1%	-13%	?	?	-64*	?
(list continues)
SMILES	FBPA Giardia inh	AmpC inh no detg	AmpC detergent	HCV inhibitor	HCMV inh	Sm TGR inh
COc1ccc(C(=O)NC2CC2)cc1OC1CCN(C(C)CSC)CC1 (stereo not drawn)	5%	-22%	?	12%	0	4%
Cn1c(=O)c2c(nc(N3CCC(C(N)=O)CC3)n2CCSc2nc3ccccc3s2)n(C)c1=O	-21%	-13%	5%	-3%	-28	0%
CS(=O)(=O)C1=NSC2=NC(=O)/C(=C\c3ccc(-c4ccccc4)o3)C(=N)N21	3%	-22%	-6%	2%	.	-14%
COc1ccc2[nH]c(C)c(CCNc3ccc(C(F)(F)F)cc3[N+](=O)[O-])c2c1	-5%	-19%	-7%	-9%	-20	-4%
O=c1c2c3c(sc2[nH]c(=S)n1Cc1ccco1)CCC3	-20%	20µM*	3%	9%	0	14µM*
O=C(Cn1cc(C(F)(F)F)ccc1=O)Nc1ccc(N2CCOCC2)cc1	0%	5%	3%	-18%	59	?
Nc1nn(-c2ccccc2)c(N)c1N=Nc1ccc2c(c1)OCO2	-4%	-45%	?	?	46	-2%
COc1cccc(N(CC(=O)NCCSc2ccccc2)S(C)(=O)=O)c1	0%	13%	-3%	7%	-16	-1%
CC(CCc1ccco1)N(C)S(=O)(=O)c1csc(C(N)=O)c1 (stereo not drawn)	.	-17%	1%	-6%	0	-8%
COC(=O)/C(C#N)=C/c1c(N2CCN(c3ccc(OC)cc3)CC2)nc2c(C)cccn2c1=O	-6%	-10%	3%	?	61	6%
CN(C)S(=O)(=O)c1cccc(NC(=O)c2ccc(NS(=O)(=O)c3cccs3)cc2)c1	.	-43%	.	15%	49	.
O=C(Cc1ccc(Cl)cc1)Nc1cccnc1	2%	-5%	11%	-1%	-14	24%
Cc1ccc(-c2cc(C(=O)N/N=C/C=C/c3ccccc3)n[nH]2)o1	9%	-39%	-5%	-15%	-38	-24%
Cc1ccc(NC(=O)c2cccc(S(=O)(=O)N3CCCC3)c2)nc1	.	-21%	0%	8%	6	-1%
COC(=O)c1sc(N)c(C(=O)OC)c1COC(=O)C12CC3CC(CC(O)(C3)C1)C2	-8%	38%	-1%	-7%	69	-14%
O=C(Nc1cccc(OC(=O)c2ccc(Br)o2)c1)c1ccccc1	.	-41%	3%	13%	23	-7%
COc1ccc2nc(SCC(=O)Nc3ccc4sc(C)nc4c3)c(C#N)cc2c1	-5%	-8%	4%	?	-11	0%
O=C(CN(C(=O)c1csnn1)c1cccc(C(F)(F)F)c1)NCCc1ccccc1	18%	9%	2%	1%	10	-1%
COC(=O)c1ccc(CN2C(=O)NC3(CCCCC3)C2=O)cc1	8%	-16%	-3%	-2%	48	2%
CCOC(=O)c1[nH]c2ccc(OC)cc2c1NC(=O)OC	?	-21%	-18%	-29%	-29	-1%
Cn1c(=O)c2c(-c3ccc(Br)cc3)n(CCc3ccccc3)cc2n(C)c1=O	.	.	-10%	.	43	-16%
COc1ccc(C(=O)Nc2c3c(nn2-c2ccc(Cl)cc2)CS(=O)(=O)C3)cc1	1%	-51%	-3%	-10%	-4	-12%
